# HCV inh – qHTS Assay for Inhibitors of Hepatitis C Virus (HCV); Huh7.5.1 HCVcc-Cre infection, luciferase reporter, 44 h; 340,000 tested, 3.4% active; Potency, µM (highest dose often 41.8 µM), for the others: at the top dose activity change, negative = inhibition, most hits filed as inhibitors
#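 1,000 cells/well; 4 h culture; + compound; + HCVcc-Cre (~0.5 moi); 44 h; luciferase substrate, RT 15 min; read 15 sec.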
# TbPYK inhibitor – qHTS of Trypanosoma Brucei Inhibitors. pyruvate kinase (Trypanosoma brucei), Q57TT1. 410,000 tested, 0.12% active. Potency, µM (top dose mostly 76.8 µM), without a hit: at the top dose activity, negative = inhibition, hits mostly inhibitors. TbPYK enzyme, Kinase-Glo Plus ATP luminescence, 45 min; also: nearly all actives have a fitted effect of over 50% in size
#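 Readout: single end-point luminescence (Kinase-Glo Plus, 10 min). Reaction conditions were TbPYK/substrate plus 130 uM ADP, 45 min at RT, pH 7.2 TEA buffer. No-enzyme wells served as controls, and data were normalized before concentration-response fitting.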
# Active calls of the source: *; ? = inconclusive; & = joins results of further samples; [ ] = remark or other dose. Calls follow the shape of the dose curve; as a rule, active = well fitted curve in the direction sought with a large enough effect; inconclusive = small, poorly fitted or top-dose-only effect, or another doubt; inactive = no such curve, though single readings can be large; an effect the other way counts as inactive or inconclusive. % is scaled to controls: 0 for no effect and ±100 for the full control effect; potency is read from the fitted curve at half-maximal effect. These rows are one share of the data; the hit share may differ from the screen's.
SMILES,HCV inh,TbPYK inhibitor
NS(=O)(=O)c1cc(C(=O)OCCNC(=O)c2ccccc2)c(Cl)cc1Cl,-14%,-1%
COc1ccc(S(=O)(=O)N2CCOCC2)cc1NC(=O)CN1CCCc2ccccc21,?,13%
COC(=O)[C@]1(Cc2ccccc2)N[C@H](CN(C)C(=O)Nc2ccccc2)[C@@H]2C(=O)N(Cc3ccccc3)C(=O)[C@@H]21,5%,8%
O=C(NCc1ccccn1)C1CCC(=O)N1C1CCCC1 (stereo unspecified),16%,-1%
CC(=O)c1ccc2c(c1)CC1(C2)Cc2cc3c(cc2C1)C(=O)CC3 (stereo unspecified),-14%,-1%
Oc1c(Cl)cccc1Cc1cc(Cl)cc(Cl)c1O,-14%,-8%
CC(C)C(=O)N1CCN(c2ccccc2NC(=S)NC(=O)/C=C/c2ccco2)CC1,3%,8%
O=C(C[C@@H]1C/C=C\C[C@@H](Cc2ccc(F)cc2)C(=O)OCCNC1=O)N[C@H](CO)Cc1ccccc1,-23%,6%
O=C(NC1CCCCC1)c1cc(S(=O)(=O)N2CCN(c3ccccc3)CC2)ccc1Cl,-6%,2%
O=C(CN1CCN(C(=O)c2ccccc2Cl)CC1)Nc1cccc(S(=O)(=O)N2CCCC2)c1,-19%,3%
Nc1ccc(S(=O)(=O)c2ccc(NC(=O)c3cccnc3)cc2)cc1,-11%,1%
CSc1ncc(Br)c(N2CC2)n1,?,5%
N#CCC(=O)N1CCN(Cc2ccc3c(c2)OCO3)CC1,19%,2%
COc1cc(C(=O)NNC(=O)/C=C/c2ccco2)cc(OC)c1OC,?,-11%
CC(=O)Nc1c(Cl)c(Cl)c2c(c1Cl)Cc1cc(Cl)ccc1-2,-27%,-2%
CN(C(=O)c1ccc(NC(=O)Cc2cccc(NC(=O)C3CCCN(C(=O)C4CC4)C3)c2)cc1)C1CC1 (stereo unspecified),41%[activator],-4%
Cc1cccc(N=NC(=S)NNc2cccc(C)c2)c1,19%,-8%
O=C(O)c1ccccc1NC(c1ccccc1)c1ccc2cccnc2c1O (stereo unspecified),?,151%[activator]
O=S(=O)(Nc1ccc(-n2cnnn2)cc1)c1ccc(Cl)s1,9%,2%
C[C@@H]1COC(=O)[C@H](CC(=O)OC(C)(C)C)C/C=C\C[C@@H](CC(=O)N(CCO)Cc2ccccc2)C(=O)N1,15%,0%
O=C1NC(=O)C2(CCCCCCC2)N1,-7%,2%
C[C@]12c3[nH]c4ccccc4c3CCN1C(=O)C(CC(=O)NCCN1CCOCC1)C[C@@H]2C(=O)N1CCOCC1 (stereo partly specified),?,-3%
CCN1/C(=C/c2ccc3cc(C)ccc3[n+]2CC)Sc2ccc3sccc3c21,3.5µM*,?
COC(C[C@@H]1O[C@@H]1C(=O)[C@@H](C)OCc1ccccc1)OC,-1%[8.37 µM],-2%
COCCN(C(=O)c1ccc2c(c1)C(=O)N(c1ccccc1Cl)C2=O)c1c(N)n(CC(C)C)c(=O)[nH]c1=O,14%,-10%
CC(=NNC(=O)c1ccncc1)c1cc(Cl)ccc1Cl,-23%,5%
O=C1c2ccc([N+](=O)[O-])cc2C(=O)N1c1ccc([N+](=O)[O-])cn1,2%,-11%
COc1ccccc1C(=O)Nc1ccnn1C1CCN(C(=O)c2ccoc2)CC1,35%[activator],2%
O=C(CSc1ccccc1C(=O)N1CCN(c2ccc([N+](=O)[O-])cc2)CC1)N1CCCC1,-3%,-2%
CCCCCC1C(=O)CCC1CC(=O)OC (stereo unspecified),-10%,2%
Cc1ccc2nc(-c3cccc(SC4CCCCC4)c3)c(NCc3ccccc3)n2c1,?,3%&3%
Cn1c(SCC(=O)Nc2sccc2C(N)=O)nc2ccccc2c1=O,1%,-1%
COC(=O)C1=CO[C@@H](C)[C@@H]2CN(CCc3c[nH]c4ccccc34)CC[C@H]12,-9%,-2%
O=C(Nc1sc2c(c1C(=O)NCC(O)CO)CCCC2)c1ccccc1 (stereo unspecified),-2%,-5%
CN(Cc1ccc(OC(F)F)cc1)C(=O)/C=C/c1ccc(S(=O)(=O)N2CCOCC2)cc1,?,-5%
COc1ccc(CC(=O)NC(=S)Nc2cccc(CO)c2)cc1,-5%,-3%

# Some of the entries so far, bar-delimited.
Compound | HCV inh | TbPYK inhibitor
COC(=O)C1=CO[C@@H](C)[C@@H]2CN(CCc3c[nH]c4ccccc34)CC[C@H]12 | -9% | -2%
Cn1c(SCC(=O)Nc2sccc2C(N)=O)nc2ccccc2c1=O | 1% | -1%
O=C(Nc1sc2c(c1C(=O)NCC(O)CO)CCCC2)c1ccccc1 (stereo unspecified) | -2% | -5%
COc1ccccc1C(=O)Nc1ccnn1C1CCN(C(=O)c2ccoc2)CC1 | 35%[activator] | 2%
CCCCCC1C(=O)CCC1CC(=O)OC (stereo unspecified) | -10% | 2%
COc1ccc(CC(=O)NC(=S)Nc2cccc(CO)c2)cc1 | -5% | -3%
COCCN(C(=O)c1ccc2c(c1)C(=O)N(c1ccccc1Cl)C2=O)c1c(N)n(CC(C)C)c(=O)[nH]c1=O | 14% | -10%

# Following part
SMILES,HCV inh,TbPYK inhibitor
CC(C)[C@H](NC(=O)c1ccccc1Cl)C(=O)OCC(=O)NCc1ccc2c(c1)OCO2,-4%,0%
COc1cc(OC)cc(C(=O)N(Cc2ccco2)c2c(N)n(Cc3ccccc3)c(=O)[nH]c2=O)c1,6%,-4%
Cc1ccc(S(=O)(=O)N2CCOCC2)cc1NC(=O)COC(=O)Cc1ccccc1,12%,1%
CCN1C(=O)[C@H]2[C@H]3CN=C(SCC(=O)c4ccccc4)N3[C@@](C)(C(=O)OC)[C@H]2C1=O,?,-16%
O=C(c1ccccc1)C(O)(Cc1ccccc1)c1ccccc1 (stereo unspecified),?,2%
Cc1cc(-n2c(C)cc(C(=O)CSc3ccccn3)c2C)no1,?,-10%
CCCCn1cnc2c(SCc3ccc(Cl)cc3)nc(N)nc21,?,2%
Cc1ccc(S(=O)(=O)N2[C@@H](c3ccc(C(C)(C)C)cc3)C(C(=O)O)=CC[C@H]2c2ccc3c(c2)OCO3)cc1,34%[activator],-6%
CC(C)C[C@H]1CNC(=S)N1CC1CCN(CC2CCCC2)CC1,?,-7%
CCc1ccc(-c2nc(SCC(=O)c3c(N)n(C)c(=O)n(C)c3=O)n[nH]2)cc1,11%,-2%
Cc1cccc(N2CCN(C(=O)c3ccc4ccccc4c3)CC2C)c1 (stereo unspecified),9%,-1%
O=C(NN=Cc1cc(Cl)ccc1[N+](=O)[O-])c1cccc2ccccc12,17%,0%
O=C(NCc1cccc(C(F)(F)F)c1)c1cc(-c2ccccc2)nn1CC1CC(c2cccnc2)=NO1 (stereo unspecified),-22%,-9%
COc1ccc(C2c3cc4c(cc3OC(NNC(N)=O)C2C)OCO4)cc1 (stereo unspecified),?,1%
COc1ccc(OC)c(/C=C/C(=O)OCC(=O)N2C(C)CCCC2C)c1 (stereo unspecified),-12%,-2%
O=C(N/N=C/c1c(O)ccc2ccccc12)Nc1ccccc1,?,-4%
COc1ccc(C(CNC(=O)c2ccc(C)c(S(=O)(=O)N3CCCCC3)c2)N2CCCC2)cc1 (stereo unspecified),-12%,-4%
O=S(=O)(NCCN1CCN(S(=O)(=O)c2ccccc2F)CC1)c1ccccc1F,-10%,0%
COc1ccc(CCC2(C)OCC(CCCCO)O2)cc1 (stereo unspecified),-1%,-2%
CC1(c2nnc(-c3cccc(Cl)c3)o2)CC(c2cccc(Cl)c2)=NO1 (stereo unspecified),-8%,-7%
CC(=O)Nc1cccc(C(=O)OCC(=O)N2CCN(C(=O)COC(=O)c3cccc(NC(C)=O)c3)CC2)c1,-15%,-9%
O=C(Nc1ccc(S(=O)(=O)N2CCOCC2)cc1)c1ccc(Cl)c([N+](=O)[O-])c1,?,-13%
C/C(=C\CNc1ncnc2nc[nH]c12)CO,-65%,9%
O=c1cc(CO)oc(C(Nc2ccccn2)c2ccccc2F)c1O (stereo unspecified),5%,-10%
CCOC(=O)c1ccccc1N,12%,3%
CCOc1ccc(NC(=O)C2CC3CCC2C3)cc1 (stereo unspecified),9%,-13%
O=C(COC(=O)c1cnccn1)Nc1cccc(F)c1,7%,1%
CCOC(=O)C1=CNS(=O)(=O)NC1c1ccc(C#N)cc1 (stereo unspecified),?,5%
O=C(N/N=C\c1ccccc1)c1cccc(C(=O)N/N=C\c2ccccc2)n1,19%,-1%
COCn1cnc(-c2ccccc2)c1-c1ccccc1,-11%,1%
O=C(CN(Cc1ccco1)C(=O)c1ccc(F)cc1)Nc1ccccc1Br,?,2%
Cc1ccc(NC(=O)c2ccc([N+](=O)[O-])s2)cc1S(=O)(=O)N1CCOCC1,?,0%
CSc1nc(N)c2c(n1)N(C)C=NS2(=O)=O,15%,2%
O=C1CCCN1CC(O)CS(=O)(=O)Cc1ccc(Cl)cc1 (stereo unspecified),13%,-5%
CC(C)(C)CC(C)(C)N=C1Nc2ccccc2NC12C[C@H]1CCC(=O)N3CC[C@@H](C2)[C@@H]13 (stereo partly specified),-12%,3%
CC(C)(C)OC(=O)C[C@H]1C/C=C\C[C@H](CC(=O)N(CCO)Cc2ccccc2)C(=O)NC[C@H](c2ccccc2)OC1=O,2%,0%
COc1cccc(C(=O)C(=O)c2cccc(OC)c2OC)c1OC,4%,-1%
COc1ccc(NC(=O)[C@@H]2CCCN2S(=O)(=O)c2ccc(Cl)cc2)cc1,-9%,-4%
Cc1cccc(C=CC(=O)c2ccccc2)c1,-3%,10%
CN(C)CCOC1c2ccccc2CSc2ccccc21 (stereo unspecified),-9%,4%
COc1ccc(-c2sc3ccc(-c4ccc5c(c4)OCO5)cc3c2-c2ccc(OC)nc2)cc1,-6%,-1%
O=C1C=C(c2ccc(C(=O)O)c(Cl)c2)C[C@@H](c2ccc3c(c2)OCO3)C1,13%,-3%
COc1ccc(C2CC(c3ccccc3)=NN2C(=O)COC(=O)c2cccc(N)c2)cc1 (stereo unspecified),?,0%
COc1ccc(Cl)cc1N1C(=O)CC(N2CCN(S(=O)(=O)c3ccccc3F)CC2)C1=O (stereo unspecified),-6%,21%
N#CC1(Nc2ccc(Br)cc2)CCCC1,-4%,4%
Cn1c(COc2ccc(Cl)cc2)nnc1SCC(=O)NC1CCCCC1,14%,-4%
O=C(NCC(=O)N(Cc1ccco1)C(C(=O)NC1CCCC1)c1cccnc1)c1ccco1 (stereo unspecified),-15%,2%
CC(=NNC(=S)SCc1ccccc1)c1ccccn1,0.32µM*,-10%
COc1ccc(C=NNC(=O)NN=Cc2ccc(OC)c(OC)c2)cc1OC,-28%,4%
CC(C)=CCC[C@](C)(OC1OC(COC2OCC(O)C(O)C2O)C(O)C(O)C1O)C1CC[C@]2(C)C1C(O)CC1[C@@]3(C)CCC(O[C@@H]4O[C@H](CO)C(O)C(O)C4O[C@@H]4OC(CO)C(O)C(O)C4O)C(C)(C)C3CC[C@]12C (stereo partly specified),1%,-4%
COc1cc([C@H]2OC[C@H]3[C@@H]2CO[C@H]3c2ccc(O)c(OC)c2)ccc1O,2%,-3%
CN(C(=O)c1ccc(NC(=O)Cc2ccc([N+](=O)[O-])cc2)cc1)C1CCCC1,7%,-2%
CC(=O)c1ccc(S(=O)(=O)N2CCN(C(C)C(=O)N(C)Cc3ccccc3)CC2)cc1 (stereo unspecified),?,0%
Cc1ccc(CNC(=O)c2c(-c3ccccc3)sc3ccccc23)o1,?,-6%
O=C(Nc1ccc(Cl)cc1)c1nc[nH]c1C(=O)N1CCN(c2ccccc2)CC1,33%[activator],2%
Cc1ccc(S(=O)(=O)N2CCN(C(=O)COC(=O)COc3ccccc3C(C)C)CC2)c(C)c1,0%,-8%
Nc1nc(SCC(=O)Nc2cccc([N+](=O)[O-])c2)n[nH]1,1%,-4%
O=C(CCc1ccc(S(=O)(=O)N2CCOCC2)cc1)OCC(=O)c1ccccc1,0%,2%
CSc1nc(N)nc2c1ncn2C1OC(CO)CC1O (stereo unspecified),17%,-8%
O=C(CSc1nc2ncc(Cl)cc2[nH]1)N1CCC(Cc2ccccc2)CC1,11%,1%

# (further entries)
SMILES,HCV inh,TbPYK inhibitor
COC(=O)C1CSC2c3ccccc3C(=O)N12 (stereo unspecified),1%,3%
CCOC(=O)C1=CC[C@@H](c2cc(OC)c(OC)c(OC)c2)N(S(=O)(=O)c2ccc(C)cc2)[C@H]1C(=O)OCC,11%,-10%
O=C(Nc1ccccc1)c1c(O)[nH]c(=O)[nH]c1=O,11%,-10%
CCc1nc(N)nc(N)c1-c1ccc(N(C)Cc2ccccc2)c([N+](=O)[O-])c1,?,-3%
COc1ccc(CC(=O)OCc2csc(CC(=O)Nc3ccc(C)cc3)n2)cc1,2%,4%
CC=C(CC)C1(CC)C(=O)NC(=S)NC1=O,-5%,3%

# Among those listed so far, these contain a COOH group.
SMILES,HCV inh,TbPYK inhibitor
O=C(O)c1ccccc1NC(c1ccccc1)c1ccc2cccnc2c1O (stereo unspecified),?,151%[activator]
Cc1ccc(S(=O)(=O)N2[C@@H](c3ccc(C(C)(C)C)cc3)C(C(=O)O)=CC[C@H]2c2ccc3c(c2)OCO3)cc1,34%[activator],-6%
O=C1C=C(c2ccc(C(=O)O)c(Cl)c2)C[C@@H](c2ccc3c(c2)OCO3)C1,13%,-3%

# Source: PubChem BioAssay (National Center for Advancing Translational Sciences (NCATS))
